mcGAS lum: inhibitors of mouse cGAS | recombinant cGAS, Kinase-Glo ATP depletion luminescence | Q8C6L5 | hit rate 0.15% among 160,000 | inhibition, % at 12.5 µM;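 note: 0% = negative control wells and 100% = reference inhibitor with no enzyme activity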
NPYLR7 ag: activates Aedes aegypti NPYLR7 receptor; HEK293T NPYLR7/Galpha15, GCaMP6s calcium fluorescence; activation, % at 10 µM; hit rate 0.15% among 270,000; in the data active = activation above about 40%;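 note: 0% = vehicle and 100% = reference agonist at the receptor; some compounds past the cut are filed as inactive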
hcGAS lum: human cGAS inhibition; recombinant h-cGAS, ATP depletion, Kinase-Glo luminescence; inhibition, % at 12.5 µM; hit rate 0.081% among 290,000; AID 1259398;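 note: 0% = vehicle reaction and 100% = reaction without DNA for no activity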
Target sequence (Q8N884 whole entry, looked up): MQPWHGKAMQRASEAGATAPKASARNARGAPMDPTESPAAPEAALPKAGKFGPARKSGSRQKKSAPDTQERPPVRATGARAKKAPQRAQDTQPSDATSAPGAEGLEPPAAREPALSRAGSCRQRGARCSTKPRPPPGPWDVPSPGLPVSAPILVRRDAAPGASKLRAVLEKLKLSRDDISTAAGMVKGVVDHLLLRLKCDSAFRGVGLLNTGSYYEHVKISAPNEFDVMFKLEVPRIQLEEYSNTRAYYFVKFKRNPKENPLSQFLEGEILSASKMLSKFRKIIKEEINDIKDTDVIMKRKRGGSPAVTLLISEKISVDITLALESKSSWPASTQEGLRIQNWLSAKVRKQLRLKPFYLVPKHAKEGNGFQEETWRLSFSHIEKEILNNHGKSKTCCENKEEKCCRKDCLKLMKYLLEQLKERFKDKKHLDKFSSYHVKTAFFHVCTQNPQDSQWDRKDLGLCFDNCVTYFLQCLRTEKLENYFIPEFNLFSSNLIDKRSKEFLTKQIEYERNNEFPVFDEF
Starred values were filed as active, the others as inactive; . = not tested or not shown. Cut-off read from the data, not from the text of the source, unless noted: active = inhibition above about 40%; inactive = the rest. The order is random, and some 0.29% of all compounds hit somewhere here.

The line under a structure holds: mcGAS lum | NPYLR7 ag | hcGAS lum
1	Cc1cccc2[nH]c(CNC(=O)c3c4c(nn3C)CCCC4)nc12
  -11 | . | -7
2	CCOCCn1ccc2c(OCC(=O)c3ccc(Cl)cc3)cccc2c1=O
  -6 | -1 | -3
3	O=C(Cc1ccccc1Br)NCc1ccoc1
  . | 9 | -13
4	COC(=O)CSc1ccnc(SC)n1
  . | -6 | -7
5	COc1cc(-c2nccn2Cc2cccc3[nH]ccc23)cc2c1OCO2
  . | 19 | -2
6	CN(CC1CCCCC1)C(=O)CNC(=O)c1ccc(Cl)cc1Cl
  . | 1 | -4
7	Cc1nc(N2CCCCC2)cc(N2CCN(C(=O)c3ncccn3)CC2)n1
  . | 6 | 2
8	Cc1cn2c3c(=O)n(CCCO)c(=O)n(C)c3nc2n1-c1ccc(Oc2ccccc2)cc1
  -8 | 9 | -2
9	Cc1ccn2c(=O)nc(SCC(=O)N3CCN(c4ccccc4)CC3)nc2c1
  -8 | 0 | -8
10	CCOC(=O)C1(Cc2cccc(C(F)(F)F)c2)CCN(Cc2ccc(C(=O)OC)cc2)CC1
  -6 | -9 | -5
11	O=C(N1C[C@H]2C[C@H](O)[C@@H](O)C[C@H]2C1)C1(c2ccc(F)cc2)CCOCC1
  -14 | 8 | -5
12	COc1ccc(Cn2cnc3cnc(-c4ccc(OC)c(OC)c4)cc32)cc1OC
  -7 | 13 | -4
13	O=[N+]([O-])c1ccc(Nc2ncnc3ccccc23)cc1
  . | -4 | -3
14	O=C(Nc1ccc(F)c(Cl)c1)N1CCC2(CCNCC2)C1
  . | 8 | -5
15	CC(C)(C)c1nc2cc(NS(=O)(=O)c3ccc(F)c(F)c3)ccc2o1
  . | 0 | -5
16	Cc1nc(C(C)N(C)Cc2ccc(S(C)(=O)=O)cc2)c(C)s1 (stereo unspecified)
  -11 | 3 | -3
17	CC(C)(C)c1n[nH]c(C2CN(Cc3nnsc3Cl)CCO2)n1 (stereo unspecified)
  . | 11 | -1
18	CCn1cc(C(CC(=O)N2CCN(c3ccccc3F)CC2)c2cccc(F)c2)c2ccccc21 (stereo unspecified)
  -10 | . | -11
19	CCC(O)CN(CCN1CCOCC1)Cc1ccc(C)cc1C (stereo unspecified)
  -7 | -3 | -4
20	CCCc1cc(N2CCN(CCO)CC2)n2nc3nc(C)cc(C)c3c2n1
  -6 | 7 | -7
21	CON(C)C(=O)c1cc(-c2ccccc2)c(N2CCOCC2)s1
  -22 | -1 | -6
22	COc1ccc(OCC(=O)NCC(c2ccc3c(c2)CCN3C)N2CCN(C)CC2)cc1 (stereo unspecified)
  . | 10 | -4
23	O=C(c1ccc(=O)[nH]n1)N(CCO)CCSc1ccc(Cl)cc1
  . | 12 | -6
24	Cn1c(=O)c2c(nc(CN3CCN(Cc4ccccc4)CC3)n2CCN2CCOCC2)n(C)c1=O
  . | 2 | 1
25	NC(=O)c1cnc2n1CCN(C(=O)c1ccccc1-n1cccn1)C2
  . | 11 | -2
26	Cc1ccc(-c2nc(N3CCN(C(=O)Nc4ccc(F)cc4F)CC3)c3ccc(Cl)cc3n2)cc1
  -5 | 13 | 0
27	CC(C)Sc1nc(N2CCCC2)c2cnn(CCNC(=O)c3cccc(F)c3)c2n1
  -5 | 2 | 2
28	COc1ccc(S(=O)(=O)N2CCN(c3cc(C)nc(-c4cccc(C)c4)n3)CC2)cc1
  -4 | 16 | -4
29	Cc1ccc(Cn2nccc2N)o1
  . | 22 | 2
30	O=S(=O)(NCc1cccc2cccnc12)N1CCCCCC1
  . | 1 | -5

Of the compounds above, these have a Cl atom.
The line under a structure holds: mcGAS lum | NPYLR7 ag | hcGAS lum
2	CCOCCn1ccc2c(OCC(=O)c3ccc(Cl)cc3)cccc2c1=O
  -6 | -1 | -3
6	CN(CC1CCCCC1)C(=O)CNC(=O)c1ccc(Cl)cc1Cl
  . | 1 | -4
14	O=C(Nc1ccc(F)c(Cl)c1)N1CCC2(CCNCC2)C1
  . | 8 | -5
17	CC(C)(C)c1n[nH]c(C2CN(Cc3nnsc3Cl)CCO2)n1 (stereo unspecified)
  . | 11 | -1
23	O=C(c1ccc(=O)[nH]n1)N(CCO)CCSc1ccc(Cl)cc1
  . | 12 | -6
26	Cc1ccc(-c2nc(N3CCN(C(=O)Nc4ccc(F)cc4F)CC3)c3ccc(Cl)cc3n2)cc1
  -5 | 13 | 0

Additional compounds:
The line under a structure holds: mcGAS lum | NPYLR7 ag | hcGAS lum
31	Cc1ccc(-n2c(-c3ccc(Cl)cc3)cc(C(=O)NCCN3CCCCC3)c2C)cc1
  -6 | 0 | -13
32	CC1(C)NC(=O)N(CC(=O)NC(c2ccccc2)c2cccs2)C1=O (stereo unspecified)
  . | -7 | -5
33	c1csc(-c2nc(Oc3ccc4c(c3)OCO4)c3ccccc3n2)c1
  -8 | -2 | -10
34	COC(=O)c1ccc(/C=C2\N=C(c3ccccc3F)OC2=O)cc1
  4 | -20 | 3
35	CCN(C(=O)CSc1n[nH]c(-c2ccc(OC)cc2OC)n1)C1CC1
  3 | -3 | 1
36	Cc1ccccc1Cn1cccc(C(=O)N(C)c2ccccc2)c1=O
  . | 15 | -11
37	COc1cccc(CCC2CCCN(C(=O)c3ccsc3)C2)c1 (stereo unspecified)
  . | 6 | -5
38	C=CCNc1nc(C(=O)OCc2ccc(C(=O)OC)o2)cs1
  . | 2 | -1
39	Cc1cccc(NC(=O)c2c(N)c(C(=O)c3ccc(C)c(C)c3)n3ccccc23)c1
  -1 | -6 | -3
40	CCC(c1nc2ccccc2c(=O)n1-c1ccccc1)N(CCc1ccccc1)C(=O)Nc1ccc(Cl)c(Cl)c1 (stereo unspecified)
  -4 | 23 | -4
41	c1ccc2c(c1)CCN(Cn1cnc3ccccc31)C2
  . | 6 | -3
42	Cn1cc([N+](=O)[O-])c(C(=O)Nc2ccccc2)n1
  -4 | -8 | -3
43	COC1CCN(S(=O)(=O)c2cccs2)CC(=O)N(C)c2ccccc21 (stereo unspecified)
  -2 | -3 | 5
44	COC(=O)CCc1c(C)nn(-c2ccc(C(=O)Nc3ccccc3Nc3ccccc3)cc2)c1C
  -5 | -6 | -8
45	CN(Cc1ccc2ncccc2c1)C(=O)c1ccc(C2CCNC2)cc1 (stereo unspecified)
  -19 | 2 | -1
46	Cc1cnc(CNC(=O)C(C)c2cccs2)o1 (stereo unspecified)
  . | -3 | -5
47	CCOC(=O)C1CCCN(CC(=O)N2N=C(c3ccccc3Cl)CC2c2ccc(OC)cc2)C1 (stereo unspecified)
  1 | -8 | -2
48	CC1CCCCC12NC(=S)N(c1ccc(Cl)cc1)N2 (stereo unspecified)
  -7 | -1 | -3
49	CN(Cc1ccccc1)c1ncccc1CNC(=O)C1CCC(=O)NC1 (stereo unspecified)
  -12 | 21 | -7
50	COC(C)c1ccc(-c2ccc(CN3CCCCC3)cn2)cc1 (stereo unspecified)
  . | -6 | 0
51	CNc1nc(-c2cc(C)n(CC3COc4ccccc4O3)c2C)cs1 (stereo unspecified)
  . | 0 | -7
52	Oc1ccc2oc3c(c2c1)CCCC3
  . | -7 | -7
53	O=C(NCc1ccncn1)C1CCCN(C2CCN(C(=O)C3CC3)CC2)C1 (stereo unspecified)
  -10 | 5 | -4
54	O=C(c1ccc2c(c1)OCO2)N(c1ccc(O)cc1)S(=O)(=O)c1ccccc1
  . | 6 | -10
55	CCOc1cccc(OCc2nc(-c3ccco3)oc2C)c1
  -12 | 6 | -7
56	CCCn1nnnc1CSc1nc2ccc(OC)cc2[nH]1
  . | -3 | 7
57	CC(C)N(C(=O)CSc1ncnc2c1nnn2C)C(C)C
  . | -2 | -2
58	CN(Cc1cccc2cnccc12)C(=O)c1cc(COc2cccc(F)c2)[nH]n1
  . | 5 | -11
59	CC(C)=CC(=O)N1CCCC(C(=O)c2cccc3ccccc23)C1 (stereo unspecified)
  . | 3 | -9
60	O=C(NCCN1CCOCC1)C1CN(S(=O)(=O)c2cccnc2)CC12CCCCC2 (stereo unspecified)
  -4 | . | -10

Remaining list, next part.
The line under a structure holds: mcGAS lum | NPYLR7 ag | hcGAS lum
61	C1COC2(O1)C1CC3CC(C1)CC2C3
  . | 10 | -6
62	COc1cccc(SCC(=O)NCc2cccnc2N(C)C)c1
  -21 | 0 | -2
63	Cc1cc(C(=O)N2CCC2(C)C(=O)NC(C)C)no1 (stereo unspecified)
  -4 | -4 | -3
64	Nc1nc(SCc2cccc3ccccc23)[nH]c(=O)c1NC(=O)c1ccco1
  -6 | 3 | -7
65	Cc1cc(=O)n2c(Nc3ccccc3)n[nH]c2n1
  . | -2 | -2
66	COc1ccc(Cl)cc1N1CCN(C(=O)c2cccc(Cl)c2)C(C)C1=O (stereo unspecified)
  -6 | 17 | -6
67	O=C(NCCOc1ccc(F)cc1)c1cc(-c2ccco2)n(C2CCS(=O)(=O)C2)n1 (stereo unspecified)
  . | 0 | -8
68	Cc1nc(C(Nc2ncnc3c2nnn3-c2ccccc2)C(C)C)n[nH]1 (stereo unspecified)
  . | 4 | -4
69	CSC(=NS(=O)(=O)c1cccs1)Nc1ccc(Cl)c(S(=O)(=O)N(C)C)c1
  -1 | 2 | -4
70	CCOCCCNC(=O)c1cc(NC(=O)Nc2ccc(F)cc2F)ccc1N1CCCC1
  -1 | 5 | 4
71	c1ccc2c(-c3cc(NC4CCNCC4)nc4[nH]ccc34)n[nH]c2c1
  -11 | 24 | 19
72	COc1ccc(CC(=O)NCCn2ncc3c(NCC(C)C)nc(SC)nc32)cc1
  -6 | . | -4
73	Cc1cccn2c(=O)c3cc(C(=O)N4CCCCC4C)n(C)c3nc12 (stereo unspecified)
  . | 0 | -6
74	O=C(COC(=O)CNC(=O)c1ccco1)Nc1ccc(Cl)cn1
  . | 10 | -3
75	COCCN(CC(=O)Nc1nc(CC(=O)NCCc2ccc(OC)c(OC)c2)cs1)C(=O)c1ccco1
  -5 | -6 | -5
76	COc1ccccc1C(=O)N=Nc1c(O)[nH]c2ccc(C)cc12
  -7 | 4 | -9
77	O=C(NCCCn1ccnc1)c1ccc(SC(F)(F)F)cc1
  -3 | 4 | -5
78	CCOC(=O)N1CCN(C(=O)CSc2ncc(CO)n2Cc2ccc(OC)cc2)CC1
  -8 | -1 | -7
79	CCc1[nH]c2c(CNC(=O)c3ccc(=O)n(C)n3)cc(C)cc2c1C
  -13 | . | -6
80	N#Cc1cccc(C(=O)N2[C@@H](c3ccccc3)[C@@H](CO)C[C@]23CCCCN(CCO)C3=O)c1
  -9 | 2 | -10
81	O=C(O)CC(NS(=O)(=O)c1cc([N+](=O)[O-])ccc1Cl)c1ccccc1 (stereo unspecified)
  -3 | -5 | -4
82	Cn1c2c(c(=O)n(C)c1=O)C(C(F)(F)F)(C(F)(F)F)N=C(c1ccncc1)N2
  . | -8 | -4
83	CCC(Sc1ncc(S(=O)(=O)c2ccccc2)c(N)n1)C(=O)Nc1cc(Cl)ccc1C (stereo unspecified)
  -5 | 3 | -5
84	O=C(O)C1C2C=CC3(CN(C4CCCC4)C(=O)C13)O2 (stereo unspecified)
  . | -1 | -13
85	CCN(Cc1cc2ccc(SC)cc2[nH]c1=O)CC1CCCO1 (stereo unspecified)
  . | 29 | -5
86	CCOc1ccc(S(=O)(=O)N2CCN(C(=O)c3ccc4ncsc4c3)CC2)cc1
  . | 0 | -9
87	Cc1nc(-c2ccc(C(F)(F)F)cc2)nc(N2CCN(C(=O)C34CC5CC(CC(C5)C3)C4)CC2)c1C(C)C
  -5 | 0 | -11
88	COc1ccccc1C1NC(=O)N(C)C2=C1C(=O)N(CC(=O)O)C2 (stereo unspecified)
  . | -11 | 5
89	COc1cccc(OCCCOc2ccc3ccccc3c2)c1
  . | -9 | 2
90	CCN(C)C(=O)c1cnc(N2CCN(Cc3ccccc3C#N)C2=O)s1
  . | -3 | -6

(listing goes on)
The line under a structure holds: mcGAS lum | NPYLR7 ag | hcGAS lum
91	CCOc1ccc(N(CC(=O)N2CCOCC2)S(C)(=O)=O)cc1
  -5 | -2 | -7
92	N[C@@H]1c2ccccc2C2(CCN(C(=O)CCCOc3ccccc3)CC2)[C@H]1O
  . | 4 | -4
93	CCC(=O)Oc1ccccc1C1OCC2C(C)C=C(C)C1C2C (stereo unspecified)
  . | 5 | -7
94	C#CCSc1nc(C)cc(C)n1
  . | 1 | 0
95	COCCN1C(=O)N(C2Cc3ccccc3C2)C(=O)C12CCN(Cc1nc3ccccc3nc1C)CC2
  -15 | 14 | -8
96	COC(=O)CCCCC(=O)N1CCc2cc(OC)c(OC)cc2C1c1ccc(OC)cc1 (stereo unspecified)
  -6 | 8 | -3
97	CC(Oc1ccccc1F)C(=O)NCCOc1ccc2nnc(-c3ccccc3)n2n1 (stereo unspecified)
  -9 | -3 | -6
98	Cc1c(C)n2c3c(=O)[nH]c(=O)n(C)c3nc2n1CCN1CCN(c2cccc(Cl)c2)CC1
  -5 | 7 | 1
99	Cc1cc(C(C#N)C(=O)C(C)Oc2ccc(F)c(F)c2)nc(C)n1 (stereo unspecified)
  . | -1 | -4
100	Cc1nc(C)c(C(C)NS(=O)(=O)N2CCCCCC2)s1 (stereo unspecified)
  . | -2 | 2
101	COCC1(C(=O)N2CC[C@@H]3[C@@H](CCC(=O)N3CCc3cccs3)C2)CCC1
  -5 | . | -10
102	COc1ccc(-c2cc(C(=O)NCCc3ccc(Cl)cc3Cl)n3nc(C(C)(C)C)cc3n2)cc1
  1 | -20 | 4
103	CCOc1ccc(/C=C2/SC(=S)N(CC(=O)O)C2=O)cc1
  -7 | 2 | 7

Structures shown so far that have a COOH group, in the order listed:
The line under a structure holds: mcGAS lum | NPYLR7 ag | hcGAS lum
81	O=C(O)CC(NS(=O)(=O)c1cc([N+](=O)[O-])ccc1Cl)c1ccccc1 (stereo unspecified)
  -3 | -5 | -4
84	O=C(O)C1C2C=CC3(CN(C4CCCC4)C(=O)C13)O2 (stereo unspecified)
  . | -1 | -13
88	COc1ccccc1C1NC(=O)N(C)C2=C1C(=O)N(CC(=O)O)C2 (stereo unspecified)
  . | -11 | 5
103	CCOc1ccc(/C=C2/SC(=S)N(CC(=O)O)C2=O)cc1
  -7 | 2 | 7

From PubChem
